Source: PubChem BioAssay
EWS-Fli inh: EWS/Fli-driven NR0B1 reporter inhibitors, primary screen, A673 cells, NR0B1 luciferase, luminescence, MLPCN library; viability-normalised; hit rate 0.67% among 350,000; AID 651661, 2012; inhibition, % at 12.6 µM;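 active means mean inhibition of at least 50% after viability correction, with every replicate also passing that limit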;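 further: firefly luciferase signal divided by Alamar Blue viability fluorescence both relative to DMSO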
S100A4 inh HTS: inhibitors of S100A4-myosin IIA peptide binding, primary screen, biochemical, fluorescence polarization, TAMRA-MyoIIA peptide; Protein S100-A4 (Homo sapiens), P26447; inhibition, % at 10.7 µM; hit rate 0.14% among 360,000;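 active means mean inhibition of at least 70% across replicates, with every replicate also reaching that level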
Target sequence (P26447 whole entry, looked up): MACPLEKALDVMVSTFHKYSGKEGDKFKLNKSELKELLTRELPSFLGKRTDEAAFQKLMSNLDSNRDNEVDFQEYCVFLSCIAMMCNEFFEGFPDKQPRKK
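Material: S100A4 monomer protein | Medium: HEPES pH 7.2 with CaCl2, KCl, NaCl, DTT, Triton | Reagent: Labelled myosin peptide probe, 5 nM | Doses: One dose per compound | Times: 5 min incubation before reading | Benchmarks: Neutral control DMSO, positive control TFP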
FN deposition inh: inhibitors of fibronectin matrix deposition, primary screen, AH1F cells, Alexa488-fibronectin fluorescence, plate reader; AH1F fibroblasts, overnight; hit rate 0.086% among 350,000; inhibition, % at 12.6 µM;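 active means mean inhibition across replicates of 30% or more, regardless of how many single replicates reach that level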;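 further: positive control wells lacked labelled fibronectin entirely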
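material = AH1F fibroblast monolayer depositing Alexa488-labelled fibronectin into matrix | amount = 10000 AH1F cells/well | buffer or medium = DMEM plus 2% serum, read in PBS | incubation = 1 h cell adhesion before compound, then overnight fibronectin incubation | detection = fluorescence at 485 nm excitation, 525 nm emission | evaluation = percent inhibition as loss of matrix-bound fibronectin fluorescence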
PAX8 inh HTS: inhibitors of PAX8-driven TPO luciferase reporter, primary screen, RMG-I cells, single concentration; hit rate 1.2% among 360,000; inhibition, % at 12.6 µM; SteadyGlo, 24 h; AID 652154, 2013;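 active means mean replicate inhibition at least 60% with every replicate also reaching 60%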;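 further: luciferase light reporting Pax8 driven TPO promoter activity; plate controls were median of neutral control wells for no effect and mitoxantrone controls for full effect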
PGC1a acetyl inh: inhibitors of PGC1a acetylation signal, primary screen, cell-based, U2OS, AlphaScreen, inhibitor mode | AlphaScreen anti-acetyl-lysine; with virally co-expressed GCN5 acetyltransferase | inhibition, % at 15.6 µM | hit rate 0.17% among 350,000;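 active means every replicate shows inhibition of at least 40%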;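 further: 0% = neutral control wells and 100% = positive control wells; some results beyond the cut were filed as inactive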
ERAP1 HTS inh: human ERAP1 aminopeptidase inhibitors, primary screen, biochemical, single point, plate reader; Endoplasmic reticulum aminopeptidase 1 (Homo sapiens), Q9NZ08; recombinant ERAP1, Leu-AMC fluorescence, 60 min; inhibition, % at 10.7 µM; hit rate 0.15% among 340,000; AID 652197, 2013;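 active means mean replicate inhibition of at least 30%, or all replicates individually reaching that 30% level; inactive means mean below 30% and not every replicate reaching it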;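 further: 0% = neutral control wells and 100% = L-leucinethiol positive control wells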
Target sequence (Q9NZ08 whole entry, looked up): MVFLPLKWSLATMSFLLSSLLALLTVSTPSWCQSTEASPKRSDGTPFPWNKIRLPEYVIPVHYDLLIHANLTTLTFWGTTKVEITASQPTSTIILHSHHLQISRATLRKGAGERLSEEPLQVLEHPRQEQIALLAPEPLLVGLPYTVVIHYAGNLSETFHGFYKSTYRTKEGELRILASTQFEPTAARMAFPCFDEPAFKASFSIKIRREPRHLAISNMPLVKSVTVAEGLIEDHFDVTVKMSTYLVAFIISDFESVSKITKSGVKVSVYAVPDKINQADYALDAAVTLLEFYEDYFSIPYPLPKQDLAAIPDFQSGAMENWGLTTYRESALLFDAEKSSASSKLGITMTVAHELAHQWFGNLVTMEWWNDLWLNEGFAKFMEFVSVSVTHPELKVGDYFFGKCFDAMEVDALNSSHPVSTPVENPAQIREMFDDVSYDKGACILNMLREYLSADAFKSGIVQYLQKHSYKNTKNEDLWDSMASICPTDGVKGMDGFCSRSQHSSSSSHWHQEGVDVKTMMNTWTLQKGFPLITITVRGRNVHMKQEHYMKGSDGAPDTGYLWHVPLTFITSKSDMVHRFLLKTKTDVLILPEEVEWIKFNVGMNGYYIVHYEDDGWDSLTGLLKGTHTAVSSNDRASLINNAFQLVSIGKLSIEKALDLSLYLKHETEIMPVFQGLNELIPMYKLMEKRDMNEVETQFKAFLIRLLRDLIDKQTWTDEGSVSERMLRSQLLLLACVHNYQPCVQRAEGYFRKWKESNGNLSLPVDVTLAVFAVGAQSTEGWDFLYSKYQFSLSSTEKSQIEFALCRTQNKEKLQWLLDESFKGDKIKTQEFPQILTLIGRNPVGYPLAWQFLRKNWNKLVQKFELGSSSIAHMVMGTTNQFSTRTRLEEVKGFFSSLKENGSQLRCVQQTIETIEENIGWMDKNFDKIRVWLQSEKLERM
LGR2 inh: inhibitors of bursicon-induced LGR2 CRE-luciferase signal, primary screen, cell-based, HEK293, CRE-luciferase reporter, bursicon stimulation; AID 720647, 2013; Drosophila bursicon receptor LGR2 (rickets); hit rate 0.35% among 380,000; inhibition, % at 9.99 µM; bursicon-stimulated, 4 h;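 active means drop in luminescence signal, shown as inhibition above about 50% in the replicate tests, limit read from the data, passing the limit was not always enough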;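 further: agonist challenge used bursicon conditioned medium at about half maximal strength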
PglD DTNB: C. jejuni PglD acetyltransferase inhibitors, primary screen, biochemical, DTNB colorimetric, single point; UDP-N-acetylbacillosamine N-acetyltransferase PglD (Campylobacter jejuni); purified PglD enzyme, DTNB colorimetric CoA detection; inhibition, % at 12.5 µM; hit rate 0.098% among 360,000; in the data active means inhibition above about 16%, passing the limit was not always enough; further: strong numbers were not always called active
The depositor's hits bear a star; . = not tested or not shown.

#	structure	EWS-Fli inh	S100A4 inh HTS	FN deposition inh	PAX8 inh HTS
1	C/C=C\C(=O)Nc1cccc(C2=NOC3(C2)C[C@@H](C(N)=O)N(C(=O)c2ccccc2)C3)c1 (stereo partly specified)	9.5	45.5	-10.1	7.9
2	O=C(Cn1nnc(-c2ccc(S(=O)(=O)N3CCCC3)cc2)n1)Nc1ccccc1-n1cccc1	.	.	-4.9	.
3	CCC(C)(C)NC(=O)/C=C/c1cc(OC)c(OC)c(S(=O)(=O)N2CCc3ccccc32)c1	7.4	-1.8	-2.1	5.3
4	COc1ccc(CCN2C(=NC(C)=O)SC3CS(=O)(=O)CC32)cc1OC (stereo unspecified)	0.5	-2.0	3.3	13.4
5	O=C(CCc1n[nH]c(=O)[nH]c1=O)Nc1cccc([N+](=O)[O-])c1	-1.0	-10.0	0.3	6.8
6	O=[N+]([O-])c1cccc(S(=O)(=O)NCCc2ccccc2)c1	0.3	1.6	-4.5	-2.5
7	C[C@@H]1CN([C@H](C)CO)C(=O)c2cc(-c3cncnc3)cnc2O[C@@H]1CN(C)C(=O)Cc1cccnc1	7.3	22.1	-10.1	.
8	Cc1ccc(NC(=O)CCc2c(C)nc3ncnn3c2C)nc1	.	.	15.6	17.8
9	CC(=O)c1ccccc1OCC(=O)Nc1cccc(S(=O)(=O)N2CCCC2)c1	-15.5	-0.2	7.1	-6.8
10	C[C@H](CO)N1C[C@H](C)[C@@H](CN(C)Cc2cncnc2)Oc2cc(-c3ccncc3)ccc2S1(=O)=O	-3.1	6.2	-3.6	1.6
11	C[C@@H]1CN([C@@H](C)CO)C(=O)Cc2cc(NC(=O)CCN3CCOCC3)ccc2O[C@@H]1CN(C)CC1CCCCC1	-2.2	18.0	.	.
12	COc1cccc(C=O)c1OC(=O)N1CCOCC1	9.4	-5.6	-5.8	-10.4
13	COc1ccc(NC(=O)N2CCCC2C(=O)NCC2CCCCC2)cc1 (stereo unspecified)	.	-0.8	0.0	6.6
14	O=C(c1ccco1)N1CCN(C2CN(Cc3ccccc3)S(=O)(=O)C2)CC1 (stereo unspecified)	-11.9	-4.2	.	-16.7
15	C[C@@H]1CN([C@H](C)CO)S(=O)(=O)c2ccc(-c3ccc(C(=O)N(C)C)cc3)cc2O[C@@H]1CN(C)Cc1ccccc1C(=O)O	3.4	7.6	-3.8	.

#	PGC1a acetyl inh	ERAP1 HTS inh	LGR2 inh	PglD DTNB
1	9.1	3.6	-5.4	0.2
2	-10.8	.	-8.8	-3.2
3	-4.3	-4.0	3.4	-3.0
4	-4.2	.	8.4	-0.2
5	.	-4.0	.	.
6	23.3	-1.1	9.0	-1.0
7	.	-5.1	31.2	7.1
8	4.2	.	.	-3.3
9	0.2	2.2	1.3	4.2
10	-5.4	-0.7	2.3	-3.1
11	2.7	0.3	-8.7	5.6
12	-8.0	2.1	-10.7	-7.8
13	.	-0.7	14.6	2.8
14	-0.1	.	-8.2	5.6
15	10.2	-1.7	8.2	2.7

Molecules listed so far containing a nitro group on carbon:
#	structure	EWS-Fli inh	S100A4 inh HTS	FN deposition inh	PAX8 inh HTS
5	O=C(CCc1n[nH]c(=O)[nH]c1=O)Nc1cccc([N+](=O)[O-])c1	-1.0	-10.0	0.3	6.8
6	O=[N+]([O-])c1cccc(S(=O)(=O)NCCc2ccccc2)c1	0.3	1.6	-4.5	-2.5

#	PGC1a acetyl inh	ERAP1 HTS inh	LGR2 inh	PglD DTNB
5	.	-4.0	.	.
6	23.3	-1.1	9.0	-1.0

The listing continues:
#	structure	EWS-Fli inh	S100A4 inh HTS	FN deposition inh	PAX8 inh HTS
16	OC[C@H]1Nc2ccc(C#Cc3ccc(F)cc3)cc2[C@H]2[C@@H]1CCN2Cc1nccs1	-12.6	.	5.4	-23.5
17	CC(OC(=O)[C@@H](NC(=O)OCc1ccccc1)C(C)C)C(=O)Nc1ccc(N2CCOCC2)cc1 (stereo partly specified)	-6.8	-1.6	7.0	5.8
18	Cc1ccc(CN(Cc2cccnc2)C(=S)Nc2cccc(Cl)c2C)cc1	-3.7	-11.5	-3.7	10.2
19	O=C(NCC1CC1)[C@@H]1[C@@H](CO)[C@@H]2Cn3c(ccc(C4=CCCC4)c3=O)[C@H]1N2CCC(F)(F)F	1.8	4.5	.	-4.2
20	c1csc(-c2nc3ccccc3s2)c1	-119.2	8.8	0.4	-192.6
21	C[C@@H](O)C#Cc1ccc([C@@H]2[C@@H](CO)N3CCCCN(C(=O)c4ccncc4)C[C@H]23)cc1	-8.6	7.4	.	-13.2
22	Cc1ccccc1OCC(=O)OCC(=O)N1CCCc2ccccc21	-3.6	3.7	6.7	-3.4
23	COc1ccc(C)cc1N(C(=O)c1ccco1)C(C(=O)NC1CCCC1)c1ccc(N2CCOCC2)cc1 (stereo unspecified)	11.2	4.6	-1.0	5.0
24	Cc1ccnc(NC(=O)CCC(=O)N(CC(=O)NCc2ccccc2)Cc2ccccc2)c1	-6.6	-3.2	-2.7	12.5
25	Cc1ccc2c(c1)CCCN2C(=O)c1cc(C)c(C)s1	1.7	-4.5	-0.6	-17.1
26	CCn1cc(CN2CCC(n3nccc3NC(=O)c3cccc(F)c3)CC2)cn1	.	-5.8	-3.1	-4.1
27	Cc1ccc(NC(=O)CSCC(=O)N2CCCc3ccccc32)cc1	-5.7	-14.4	2.5	10.5
28	CCC(C)N(C(=O)COC(=O)C1C(C(=O)OC)=C(C)NC(C)=C1C(=O)OC)C1CCS(=O)(=O)C1 (stereo unspecified)	-8.0	-3.6	11.3	-40.4
29	C[C@H]1CN([C@@H](C)CO)C(=O)c2cccc(NC(=O)C3CCOCC3)c2O[C@H]1CN(C)Cc1ccccc1	-4.6	-5.7	.	3.9
30	COc1cc(NC(=O)C2=C(N3CCOCC3)/C(=C\c3ccc(Br)cc3)CC2)cc(OC)c1OC	.	.	-3.2	15.5

#	PGC1a acetyl inh	ERAP1 HTS inh	LGR2 inh	PglD DTNB
16	-2.1	.	-7.6	1.4
17	.	0.3	3.4	6.8
18	-0.2	-2.4	48.2	.
19	.	6.3	-13.1	-3.8
20	7.9	-0.5	.	1.9
21	6.1	3.5	7.0	5.4
22	-2.6	3.4	-4.7	1.1
23	2.3	-3.3	4.8	2.6
24	.	-3.6	5.4	4.3
25	.	-0.2	-17.9	-0.9
26	1.2	-1.7	-7.1	5.1
27	.	1.5	0.8	.
28	.	-1.0	8.4	.
29	3.8	1.9	10.6	-2.6
30	.	.	16.1	4.1

From entry 16 to 19, as listed above:
#	structure	EWS-Fli inh	S100A4 inh HTS	FN deposition inh	PAX8 inh HTS
16	OC[C@H]1Nc2ccc(C#Cc3ccc(F)cc3)cc2[C@H]2[C@@H]1CCN2Cc1nccs1	-12.6	.	5.4	-23.5
17	CC(OC(=O)[C@@H](NC(=O)OCc1ccccc1)C(C)C)C(=O)Nc1ccc(N2CCOCC2)cc1 (stereo partly specified)	-6.8	-1.6	7.0	5.8
18	Cc1ccc(CN(Cc2cccnc2)C(=S)Nc2cccc(Cl)c2C)cc1	-3.7	-11.5	-3.7	10.2
19	O=C(NCC1CC1)[C@@H]1[C@@H](CO)[C@@H]2Cn3c(ccc(C4=CCCC4)c3=O)[C@H]1N2CCC(F)(F)F	1.8	4.5	.	-4.2

#	PGC1a acetyl inh	ERAP1 HTS inh	LGR2 inh	PglD DTNB
16	-2.1	.	-7.6	1.4
17	.	0.3	3.4	6.8
18	-0.2	-2.4	48.2	.
19	.	6.3	-13.1	-3.8

More results.
#	structure	EWS-Fli inh	S100A4 inh HTS	FN deposition inh	PAX8 inh HTS
31	CN1CCC(OC(=O)COc2ccc(Br)cc2)CC1	-1.6	1.2	-6.6	-2.4
32	CN1OCC(S(=O)(=O)c2ccccc2)C1c1ccccc1 (stereo unspecified)	-1.2	-5.5	1.1	-18.9
33	C[C@@H]1CN([C@@H](C)CO)C(=O)c2cccc(NC(=O)c3nc4ccccc4s3)c2O[C@H]1CN(C)S(=O)(=O)c1ccc(F)cc1	16.8	10.5	.	14.3
34	N=C1/C(=C\c2coc3ccccc3c2=O)C(=O)N=C2SC=CN12	-2.2	2.0	-5.1	43.8
35	COc1ccc(S(=O)(=O)NC(C)C(=O)NCc2cccnc2)cc1OC (stereo unspecified)	-0.1	-4.0	4.7	-12.1
36	COc1cccc(-c2nc(C(N)=O)c3[nH]c(=O)n(-c4ccccc4)c3n2)c1OC	-5.7	-2.2	4.2	10.0
37	CCc1ccc(Nc2n[n+](-c3ccccc3)c(-c3ccc(C(=O)O)cc3)s2)cc1	-7.5	-3.2	-3.0	-8.2
38	CCCCCC1CCC(C(=O)NNC(=S)NCC)CC1 (stereo unspecified)	.	0.2	.	.
39	COc1cc(C=Nc2ccccc2C(=O)Nc2ccccc2)cc(OC)c1OC	13.2	0.7	-1.0	-43.8
40	c1coc(CNc2ncnc3nc[nH]c23)c1	-5.8	2.3	-0.3	-0.4
41	O=C(NC(=O)c1ccc(Cl)cc1)OC1CCCCC1	.	.	-9.1	.
42	Cc1ccc(NS(=O)(=O)c2ccc3c(c2)NC(=O)CCS3)cc1F	.	0.5	-0.9	33.2
43	COc1ccccc1OCCCC(=O)Nc1ccc(N2CCOCC2)cc1	-12.5	0.0	5.8	-0.2
44	COCC(=O)N(C)C[C@@H]1Oc2cc(C#C[C@@H](C)O)ccc2S(=O)(=O)N([C@H](C)CO)C[C@@H]1C	-4.7	7.2	9.2	.

#	PGC1a acetyl inh	ERAP1 HTS inh	LGR2 inh	PglD DTNB
31	.	-2.6	-7.9	.
32	10.8	-3.5	-16.4	.
33	2.6	-2.4	-10.5	-2.8
34	-2.9	0.9	-12.4	-3.3
35	2.7	-4.0	12.3	10.4
36	2.0	4.0	-20.1	1.8
37	.	-0.8	1.0	-2.1
38	.	2.9	-9.5	2.0
39	.	-8.7	-0.7	.
40	16.2	1.2	-14.1	2.1
41	-2.7	.	-17.5	4.6
42	-8.5	-4.1	-13.1	-0.2
43	.	.	2.1	.
44	3.3	-3.3	3.9	3.1

Reformatted with tabs: part of the list above
No.	SMILES	EWS-Fli inh	S100A4 inh HTS	FN deposition inh	PAX8 inh HTS	PGC1a acetyl inh	ERAP1 HTS inh	LGR2 inh	PglD DTNB
18	Cc1ccc(CN(Cc2cccnc2)C(=S)Nc2cccc(Cl)c2C)cc1	-3.7	-11.5	-3.7	10.2	-0.2	-2.4	48.2	.
19	O=C(NCC1CC1)[C@@H]1[C@@H](CO)[C@@H]2Cn3c(ccc(C4=CCCC4)c3=O)[C@H]1N2CCC(F)(F)F	1.8	4.5	.	-4.2	.	6.3	-13.1	-3.8
